Salmonella PhoP GFP = PhoP regulon inhibitors, Salmonella typhi PhoP promoter GFP reporter, confirmatory (AID 1850) | Salmonella Typhi PhoP-promoter GFP reporter, fluorescence, 4 h; higher % means a stronger effect | inhibition, % at 50 µM; hits with a dose series show IC50 in µM | 310,000 compounds, 0.33% hits; in the data active = a potency from the dose series; inconclusive = inhibition mostly from about 25% at the one dose, without a potency; inactive = the rest, 99 in 100 with inhibition below about 19%;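 also: 0% = induced wells with vehicle and 100% = uninduced wells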
tuberculosis growth = growth inhibition of non-replicating M. tuberculosis (AID 488890) | Mycobacterium tuberculosis non-replicating, growth inhibition; higher % means a stronger effect | inhibition, % at 25 µM; hits with a dose series show IC50 in µM | 320,000 compounds, 0.39% hits; in the data active = a potency from the dose series; inconclusive = inhibition mostly from about 82% at the one dose, without a potency; inactive = the rest, 99 in 100 with inhibition below about 76%;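 also: plate controls were DMSO cells for no effect and high antibiotic wells for full effect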
H1N1 NS1A inhibition = H1N1 influenza NS1A inhibitors, functional cell based assay (AID 504329); 340,000 compounds, 0.3% hits; inhibition, % at 12.5 µM, or IC50 in µM where a hit was titrated; NS1A functional cell-based assay, percent inhibition; higher % means a stronger effect; in the data active = a potency from the dose series; inconclusive = inhibition above about 27% without an active follow-up result; also: strong numbers were not always called active
VEEV TC-83 Vero = inhibitors of VEEV TC-83 cytopathic effect, confirmation, Vero cells (AID 588727); inhibition, % at 20 µM, or IC50 in µM where a hit was titrated; 350,000 compounds, 0.13% hits; Vero cells, VEEV TC-83 cytopathic effect inhibition; higher % means a stronger effect; in the data active = a potency from the dose series; inconclusive = inhibition mostly from about 14% at the one dose, without a potency; inactive = the rest, 99 in 100 with inhibition below about 12%; also: strong numbers were not always called active
M. tuberculosis HTS = M. tuberculosis growth inhibition, HTS (AID 449762); M. tuberculosis H37Rv growth inhibition, 7H9 media; higher % means a stronger effect; one-dose inhibition, % at 25 µM; IC50 in µM for titrated hits; 330,000 compounds, 0.59% hits; in the data active = a potency from the dose series; inconclusive = inhibition above about 70% without an active follow-up result;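 also: bacterial growth assessed after seven days of incubation; strong numbers were not always called active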
VEEV TC-83 Vero 10K pilot screen = second read-out of VEEV TC-83 Vero, no call of its own (marks repeat the call); inhibition, %; measured here: 10K pilot screen inhibition
An asterisk follows results filed as active; i = inactive; ? = inconclusive; . = no result given.

SMILES	Salmonella PhoP GFP	tuberculosis growth	H1N1 NS1A inhibition	VEEV TC-83 Vero	M. tuberculosis HTS	others
COc1ccc(C(=O)Nc2cccc(NC(=O)c3ccc(OC)cc3OC)n2)c(OC)c1	3%	-10%	2%	12%	0%
Cn1c(-c2cccs2)[n+](C)c2ccccc21	7%	19%	-1%	1.2%	3%
CCN(CC(=O)NC(C)C)Cc1nc2c(Br)cc(Br)cc2c(=O)[nH]1	10%	58%	-17%	1.3%	4%
O=C1c2ccc(Oc3ccc4c(c3)C(=O)N(CCCO)C4=O)cc2C(=O)N1CCCO	-1%	0%	-6%	0.9%	-3%
CC(C)N(Cc1nccn1C)C(=O)c1ccc2oc(CCCc3ccccc3)nc2c1	0%	55%	5%	3.0%	-2%
CCC(C)(C)NC(=O)C(c1ccccc1F)N(C(=O)c1ccn[nH]1)c1ccccc1 (centres undefined)	2%	49%	-9%	6.6%	3%
O=C(CNC(=O)/C(=C\c1ccc(F)cc1)NC(=O)c1ccccc1)OCc1ccccc1	-7%	?	-15%	1.2%	?
CCOC(=O)N1CCN(C(=O)CN(c2ccc(Oc3ccccc3)cc2)S(C)(=O)=O)CC1	-7%	23%	7%	5.3%	-1%
CCC(CC)NC(=O)COC(=O)CCC(=O)c1ccc(Cl)cc1	-94%	23%	-8%	i	7%
Cc1cnc(C(=O)Nc2nnc(C3CC3)s2)cn1	2%	21%	-8%	1.2%	-7%
COc1cccc(NC(=S)NCc2ccccc2)c1	4%	?	-8%	0.8%	6%
Cc1ccc(-c2nnn(CC(=O)Nc3nnc(C(C)C)s3)n2)cc1	-8%	35%	-2%	0.9%	-5%
N#Cc1c(Nc2cccc(F)c2)sc2c(O)cc(=O)[nH]c12	5%	1%	.	3.0%	-2%
CCOC(=O)C1(CCOc2ccccc2)CCN(Cc2cccc(F)c2)CC1	7%	10%	3%	i	1%
CC(OC(=O)C(C)Oc1ccccc1)C(=O)Nc1ccc(S(=O)(=O)N2CCCCC2)cc1 (centres undefined)	.	13%	2%	6.8%	-4%
CN(C(=O)CSc1nnc(C(F)(F)F)n1N)C1CCS(=O)(=O)C1 (centres undefined)	3%	-13%	-3%	0.5%	3%
O=C(C1CCCO1)N1CCN(C(c2ccccc2)c2ccccc2)CC1 (centres undefined)	-8%	21%	1%	0.0%	-2%
CC1(C)Oc2ccc(NC(=O)C3COc4ccccc4O3)cc2O1 (centres undefined)	11%	i	13%	2.5%	0%
NC(=O)c1nnn(-c2ccccc2)c1N	3%	-6%	5%	i	-2%
O=C(CSc1ncnc2ccccc12)Nc1cccc(S(=O)(=O)N2CCOCC2)c1	0%	18%	6%	3.2%	1%	VEEV TC-83 Vero 10K pilot screen=1.1
COc1ccc(/C=C/c2nc(N)nc(-c3ccccc3O)n2)cc1OC	-10%	-8%	4%	12%	2%
N=c1sccn1CC(=O)Nc1cccc(Oc2ccccc2)c1	1%	14%	8%	i	0%
Cc1cc(-c2ccc(C)c(S(=O)(=O)NCCc3ccc(S(N)(=O)=O)cc3)c2)on1	4%	7%	2%	1.8%	-1%
Cc1cccc(C(=O)OCC(=O)N2CCc3ccccc3C2)c1O	.	?	-6%	1.6%	46µM*
O=C(OCC(=O)c1cccs1)c1ccccc1	-1%	46%	-5%	2.7%	-2%
(next part)
SMILES	Salmonella PhoP GFP	tuberculosis growth	H1N1 NS1A inhibition	VEEV TC-83 Vero	M. tuberculosis HTS	others
Cc1ccc(/C=C2/NC(=O)N(Cc3ccccc3F)C2=O)o1	-9%	15%	4%	1.1%	7%
Cc1nc(=O)c(-c2ccccc2)c(C)n1CCO	0%	1%	2%	0.9%	1%
COC(=O)c1ccccc1NC(=O)c1c(O)c2c([nH]c1=O)CCCC2	-8%	-6%	4%	1.5%	7%
COc1ccc(N(CC(=O)N2CCN(c3cccc(Cl)c3)CC2)S(=O)(=O)c2c(C)noc2C)cc1	-1%	42%	-4%	3.6%	10%
O=C(Nc1ccccc1C(=O)O)c1cccc(NS(=O)(=O)c2ccc(Br)cc2)c1	-10%	22%	-22%	0.5%	12%
CN(c1ccccc1)S(=O)(=O)c1ccc(C(=O)NCCc2ccc(F)cc2)cc1	3%	24%	2%	4.8%	3%
CCOc1ccc(NC(=O)[C@H](Cc2ccccc2)NC(=O)C2CCNCC2)cc1	8%	2%	0%	1.4%	-13%
Cc1ccccc1OCC(=O)N(Cc1nc(-c2ccccc2)no1)C(C)C	-11%	6%	-3%	i	-3%
CN1C(=O)OC2(C)CCc3ccccc3C12C (centres undefined)	5%	2%	-3%	0.3%	-2%
Cn1c(=O)c(Sc2ccccc2)c(O)c2ccccc21	-9%	14%	-9%	i	0%
O=C(CCN1C(=O)/C(=C\c2ccccc2)SC1=S)NNC(=O)c1ccncc1	-18%	-10%	.	i	0%
O=C(CSCc1ccco1)Nc1cc(C(F)(F)F)ccc1N1CCOCC1	11%	8%	7%	i	4%
Brc1nnc2n1-c1ccccc1Sc1ccccc1-2	-18%	51%	4%	i	-5%
CCOc1ccc(C(Nc2cccnc2)c2cc(Cl)c3cccnc3c2O)cc1 (centres undefined)	15%	?	10%	0.3%	43%	VEEV TC-83 Vero 10K pilot screen=5.7
CC1=Nc2ccccc2/C1=C/c1c(O)n(C)c(=O)[nH]c1=O	3%	.	-3%	0.6%	7%
CCCCCCNC(=O)c1cc(-c2ccco2)nc2ccccc12	5%	39%	9%	7.8%	3%
COc1cc(C)c(-c2cc(C(=O)O)c(C)o2)cc1C(C)C	-3%	60%	1%	0.1%	3%	VEEV TC-83 Vero 10K pilot screen=0.1
O=C(O)C1(Br)CC12c1ccccc1-c1ccccc12 (centres undefined)	.	.	0%	1.6%	.
CCS(=O)(=O)N1CCN(C2CCC(c3ccccc3)CC2)CC1 (centres undefined)	18%	-6%	-4%	i	7%
CC(C)CN1CCC(=O)N([C@H](CSc2ccc(Br)cc2)c2ccccc2)CC1	9%	40%	11%	i	2%
Cc1cccc(COc2ccc(/C=N/NC(=O)c3nnn(-c4nonc4N)c3C)cc2)c1	2%	-13%	3%	1.2%	-9%
Cc1cc2oc(=O)cc(COC(=O)Cn3cnnn3)c2cc1C(C)C	-2%	11%	-1%	2.2%	-7%
Cc1ccc(Sc2ncccc2C(=O)NCc2cc([N+](=O)[O-])ccc2O)c(C)c1	-5%	18%	-10%	2.5%	-2%
CCOc1ccc(CN2CCNC(=O)C2CC(=O)NCc2ccccn2)cc1 (centres undefined)	-7%	24%	1%	1.0%	3%
CCC1(C)Cc2c(sc3nc(SC)[nH]c(=O)c23)CO1 (centres undefined)	1%	2%	-4%	1.2%	-15%
Other records.
SMILES	Salmonella PhoP GFP	tuberculosis growth	H1N1 NS1A inhibition	VEEV TC-83 Vero	M. tuberculosis HTS	others
Cc1c(C(=O)NCC2COc3ccccc3O2)oc2ccc(S(=O)(=O)N3CCOCC3)cc12 (centres undefined)	-13%	25%	4%	7.5%	-10%
COc1ccc2[nH]c(N=Nc3ccccc3C)c(O)c2c1	-1%	14%	-3%	2.1%	?
Cc1ccccc1CNC(=O)CCC(=O)N1Cc2ccccc2Oc2ncccc21	-1%	23%	0%	i	4%
CCCc1cc(C(=O)OC)c(NC(=O)OCC)s1	0%	-1%	-10%	0.6%	-1%
CN1C(=O)C(C)(C)c2cc(S(=O)(=O)N3CCN(c4cccc(Cl)c4)CC3)ccc21	2%	12%	5%	2.8%	3%
Cc1nc2cc(-c3cccc(F)c3)nn2c(C)c1CCC(=O)NC(C)CCc1ccco1 (centres undefined)	-12%	.	31%	8.8%	-10%
COc1cc(NC(=O)c2noc3c2CCC3)c(OC)cc1Cl	3%	12%	-3%	2.6%	1%
COc1ccc(C(=O)NCCc2nnc3ccc(SCC(=O)N4CCCC4)nn23)cc1	-5%	-10%	-4%	0.8%	-10%
COc1ccc(F)cc1S(=O)(=O)N1CCCC(C)C1 (centres undefined)	0%	6%	6%	0.4%	-4%
O=C(NCCCn1ccnc1)c1ccc(NS(=O)(=O)c2cccc([N+](=O)[O-])c2)cc1	4%	-8%	2%	6.0%	1%
O=C(NCCc1c[nH]c2ccccc12)C(=O)NCC1OCCCN1S(=O)(=O)c1ccc(F)cc1 (centres undefined)	19%	14%	6%	11%	0%
CSCCC(NC(=O)COc1ccccc1)C(=O)N(C)Cc1ccc(Cl)cc1Cl (centres undefined)	.	46%	-13%	1.1%	-7%
Cc1nnc2c(N3CCN(C(=O)c4ccco4)CC3)nc3ccccc3n12	-5%	-4%	0%	12%	-5%
O=C(CN1CCCC1)OCCCC1CCCCC1	7%	1%	-22%	1.1%	0%
Cc1nn(C(C)C(=O)O)c(=O)c2ccccc12 (centres undefined)	-6%	-9%	-12%	1.5%	2%
Cc1ccc(Cl)c(OCCN2CCc3ccccc3C2)c1	-1%	30%	-2%	i	0%
CCC(c1nnnn1C(C)(C)CC)N1CCN(c2ccccc2F)CC1 (centres undefined)	3%	1%	-10%	3.3%	-2%
CCOC(=O)N1CCN(Cc2nc(N)nc(Nc3ccc(Cl)cc3)n2)CC1	14%	51%	2%	1.8%	-1%
CC1=C(C(=O)Nc2ccccn2)C(c2ccccc2Cl)NC(=S)N1 (centres undefined)	-4%	-3%	4%	1.0%	0%
O=C(CSc1nnc(NC(=O)C2CC2)s1)Nc1ccccc1	8%	3%	0%	3.5%	4%
CCc1ccc(-c2csc3[n+]2CCN3C(C)=O)cc1	-6%	19%	-7%	i	-4%
O=C(CSc1nnc(C2CC2)n1Cc1ccccc1)N1CCNC1=O	.	11%	-20%	0.8%	-5%
CC(/C=N\NC(=O)Cn1cncn1)=C/c1ccc(C(C)C)cc1	-2%	56%	.	i	9%
C[C@H](CO)N1C[C@H](C)[C@@H](CN(C)CC2CCCCC2)Oc2c(NC(=O)Cc3ccccc3)cccc2C1=O	.	55%	-2%	0.7%	11%
Clc1cccc2sc(N3CCN(c4ccccc4)CC3)nc12	-2%	32%	-2%	0.3%	?

Random excerpt: 2 records from the list, in no set order.
SMILES	Salmonella PhoP GFP	tuberculosis growth	H1N1 NS1A inhibition	VEEV TC-83 Vero	M. tuberculosis HTS	others
COc1ccc(C(=O)NCCc2nnc3ccc(SCC(=O)N4CCCC4)nn23)cc1	-5%	-10%	-4%	0.8%	-10%
CC1=C(C(=O)Nc2ccccn2)C(c2ccccc2Cl)NC(=S)N1 (centres undefined)	-4%	-3%	4%	1.0%	0%

Further results follow:
SMILES	Salmonella PhoP GFP	tuberculosis growth	H1N1 NS1A inhibition	VEEV TC-83 Vero	M. tuberculosis HTS	others
NC(=O)C1CCN(C(=O)CN(c2cccc(C(F)(F)F)c2)S(=O)(=O)c2ccccc2)CC1	-7%	18%	4%	0.7%	2%
CN1C(=O)c2ccc(NC(=O)c3ccc(N4CCCCC4)c([N+](=O)[O-])c3)cc2C1=O	-3%	11%	-1%	2.6%	4%
CCOc1ccccc1OCC(=O)NCCc1ccc(S(N)(=O)=O)cc1	-8%	6%	-1%	1.1%	-3%
COc1cc(C)ccc1OCc1cc(C(=O)N2CCN(C3CCCCC3)CC2)no1	4%	-4%	15%	0.5%	4%
CN1CCCN(S(=O)(=O)c2ccc(O)c(C(=O)O)c2)CC1	2%	-13%	-20%	i	0%
COc1ccc(/C=N/N=C(/N)N[N+](=O)[O-])c(OC)c1	-5%	20%	-2%	3.2%	-2%
CCOC(=O)C1=C(C)NC(C)=C(C(=O)OCC)C1c1ccccn1	-8%	14%	5%	0.7%	4%
Cc1ccc(-c2cc(C(=O)NCCc3ccc(S(N)(=O)=O)cc3)c3ccccc3n2)cc1	-5%	29%	-2%	7.7%	5%
N/C(=N\OC(=O)COc1ccc(Cl)cc1Br)c1ccncc1	.	.	7%	i	.
O=C(NC12CC3CC(CC(C3)C1)C2)c1ccc(S(=O)(=O)N2CCOCC2)cc1	0%	9%	-4%	2.7%	5%
COc1ccc(CCN(/C=C2\Sc3ccccc3C2=O)C(C)=O)cc1OC	-3%	5%	.	0.5%	-6%
CCOC(=O)COn1c(=O)c(=O)n(O)c2ccccc21	-2%	9%	-5%	1.6%	-3%
CCOc1ccc(/C=N/N2C(C)CCCC2C)cc1OC (centres undefined)	-4%	2%	3%	0.3%	-2%

Structural class: those above with a CF3 group (three)
SMILES	Salmonella PhoP GFP	tuberculosis growth	H1N1 NS1A inhibition	VEEV TC-83 Vero	M. tuberculosis HTS	others
CN(C(=O)CSc1nnc(C(F)(F)F)n1N)C1CCS(=O)(=O)C1 (centres undefined)	3%	-13%	-3%	0.5%	3%
O=C(CSCc1ccco1)Nc1cc(C(F)(F)F)ccc1N1CCOCC1	11%	8%	7%	i	4%
NC(=O)C1CCN(C(=O)CN(c2cccc(C(F)(F)F)c2)S(=O)(=O)c2ccccc2)CC1	-7%	18%	4%	0.7%	2%
